Screening results as filed in PubChem.
tim10-1 inh: growth inhibitors of tim10-1 mutant yeast, primary screen, luminescence, uHTS. inhibition, % at 20 µM. S. cerevisiae tim10-1 ts strain growth, BacTiter-Glo, 24 h. AID 463190, 2010. 330,000 compounds, 2.2% hits;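 active = inhibition of at least 40%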;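 note: mutant grown at 25 °C; 0% = DMSO wells with yeast and 100% = wells holding no yeast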
XBP1 UPR activ: activators of adaptive XBP1 UPR arm, primary screen, cell-based, CHO-XBP1 luciferase reporter, luminescence, uHTS | IRE1-XBP1 UPR activation; percent of tunicamycin response, DMSO as zero | activation, % at 20 µM | 330,000 compounds, 0.33% hits;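 active = versus positive control, 20 µM dose yields 30% or more activation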;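 note: 100% = tunicamycin at 10 µg/mL and 0% = DMSO only wells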
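Signal: luciferase luminescence; Assay system: CHO-XBP1 luciferase reporter cells; Amount: one thousand reporter cells per well; Dosing: 20 µM single concentration, DMSO 1%; Benchmarks: high control tunicamycin 10 µg/mL final, low control DMSO vehicle only; Schedule: 6 h compound exposure at 37 °C, 5% CO2; Evaluation: percent activation relative to tunicamycin reference.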
Mdm2-MdmX inh: inhibitors of human Mdm2-MdmX association, primary screen, cell-based, luminescence, split luciferase, SaOS-2, uHTS. Protein Mdm4 (Homo sapiens) + E3 ubiquitin-protein ligase Mdm2 (Homo sapiens), …. SaOS-2 split-luciferase Mdm2/MdmX complementation. inhibition, % at 8 µM. 330,000 compounds, 3% hits. AID 485346, 2010;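 active = inhibition of at least 50% at 8 µM in the primary screen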
UPR CHOP act: activators of apoptotic CHOP UPR arm, primary screen, cell-based, CHO-CHOP luciferase reporter, luminescence, uHTS | UPR activation; percent of tunicamycin response over DMSO baseline | activation, % at 10 µM | 330,000 compounds, 0.34% hits | AID 449763, 2010;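 active = at 10 µM dose, activation of 40% or more, normalized to positive control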;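 note: 100% = tunicamycin at 10 µg/mL and 0% = DMSO alone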
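Assay system: CHO-CHOP cells, stable luciferase reporter of PERK-eIF2a-CHOP signalling / Buffer or medium: F12 plus 10% serum / Compound dosing: one dose, 10 µM in 0.5% DMSO / Times: 6 h compound treatment, 37 °C / Technique: luciferase luminescence / Read-out: % reporter activation, DMSO baseline versus tunicamycin full activation / Benchmarks: tunicamycin and DMSO controls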
TIM10 inh: growth inhibitors of isogenic TIM10 control yeast, primary screen, counter-screen for tim10-1 yeast inhibitor project, luminescence, uHTS | S. cerevisiae TIM10 strain growth, BacTiter-Glo luminescence, 24 h | inhibition, % at 10 µM | 330,000 compounds, 1.4% hits | AID 463195, 2010;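 active = inhibition of 40% or more at the single tested concentration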;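 note: wild-type TIM10 isogenic control strain grown at permissive 25 °C; 0% = DMSO yeast wells and 100% = minimal medium wells without yeast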
tim23-1 inh: growth inhibitors of tim23-1 mutant yeast, primary screen, luminescence, uHTS; S. cerevisiae tim23-1 growth, BacTiter-Glo luminescence, 24 h; inhibition, % at 20 µM; 330,000 compounds, 1.3% hits; AID 463212, 2010;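 active = growth inhibition of the mutant yeast at or above 50%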;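 note: temperature-sensitive mutant grown at 25 °C; plate controls were DMSO-treated mutant yeast for no effect and medium wells lacking yeast for full effect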
APJ antag: antagonists of human apelin receptor APJ, primary screen, CHO-K1 cells, beta-arrestin complementation, luminescence | inhibition, % at 20 µM | 330,000 compounds, 0.32% hits | AID 2521, 2010 | P35414;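 active = inhibition above about 40% at 20 µM, limit read from the data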;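 note: cells challenged with 10 nM apelin-13 agonist together with compound; plate controls were apelin-13 plus DMSO wells for no effect and DMSO wells lacking apelin-13 for full effect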
Target sequence (P35414 whole entry, looked up): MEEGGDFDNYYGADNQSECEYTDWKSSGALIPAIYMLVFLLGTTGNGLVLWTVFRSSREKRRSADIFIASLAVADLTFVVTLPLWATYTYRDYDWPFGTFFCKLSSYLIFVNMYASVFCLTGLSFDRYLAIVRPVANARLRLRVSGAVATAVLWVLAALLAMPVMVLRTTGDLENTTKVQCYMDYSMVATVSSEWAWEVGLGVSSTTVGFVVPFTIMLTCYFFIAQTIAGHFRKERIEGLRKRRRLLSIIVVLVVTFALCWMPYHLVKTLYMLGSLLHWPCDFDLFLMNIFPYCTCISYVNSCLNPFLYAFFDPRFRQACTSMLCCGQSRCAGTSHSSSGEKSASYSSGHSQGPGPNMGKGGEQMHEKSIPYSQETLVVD
CXCR6 inh: CXCR6 receptor inhibitors, primary screen, cell-based, beta-arrestin, luminescence, CHO-K1 PathHunter, 1536-well; inhibition, % at 20 µM; 360,000 compounds, 0.36% hits; AID 602244, 2012; in the data active = inhibition above about 34%, passing the limit was not always enough;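 note: antagonist mode with CXCL16 agonist at 10 nM final; 0% = 10 nM CXCL16 with DMSO and 100% = unstimulated wells without agonist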
Target sequence (O00574 whole entry, looked up): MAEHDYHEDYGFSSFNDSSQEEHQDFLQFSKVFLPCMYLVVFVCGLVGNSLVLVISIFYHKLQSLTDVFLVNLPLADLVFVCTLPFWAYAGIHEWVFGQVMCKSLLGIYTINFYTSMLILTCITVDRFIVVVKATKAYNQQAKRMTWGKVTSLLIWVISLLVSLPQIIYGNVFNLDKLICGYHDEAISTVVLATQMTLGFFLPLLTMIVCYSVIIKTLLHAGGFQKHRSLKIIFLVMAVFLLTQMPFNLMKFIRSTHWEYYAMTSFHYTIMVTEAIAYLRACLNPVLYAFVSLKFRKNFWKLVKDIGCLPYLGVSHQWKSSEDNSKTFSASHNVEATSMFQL
APJ ag: agonists of human apelin receptor APJ, primary screen, CHO-K1 cells, PathHunter beta-arrestin, luminescence; P35414; 0% DMSO wells, 100% apelin; activation, % at 20 µM; 330,000 compounds, 0.11% hits;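 active = activation more than six SD over the plate average, tested at 20 µM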;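 note: 0% = DMSO alone and 100% = apelin-13 at 10 nM; some results filed as inactive read as strong as hits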
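Test system: CHO-K1 APJ beta-arrestin complementation cell line | Compound: Single test compound dose, 20 µM final, 1% DMSO | Incubation: Compound 90 min 25 °C, reagent 1 h | Measured by: beta-gal luminescence | Read-out basis: APJ–arrestin association signal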
The depositor's hits bear a star. Not all compounds are listed (hit frequency here may not be typical).

For CC(=O)Nc1nc2ccc(Br)cc2s1 the results were tim10-1 inh 20.8, XBP1 UPR activ 5.1, Mdm2-MdmX inh -23.3, UPR CHOP act 9.3, TIM10 inh 10.1, tim23-1 inh 20.1, APJ antag 1.9, CXCR6 inh -0.8 and APJ ag 8.1.
Screening CCOc1cc(Br)c(/C=C2/C(=O)N(C)C(=S)N2CC(=O)OC)cc1OC returned tim10-1 inh 28.0, XBP1 UPR activ -0.8, Mdm2-MdmX inh 17.9, UPR CHOP act -0.6, TIM10 inh 31.7, tim23-1 inh 25.0, APJ antag 12.3, CXCR6 inh 7.8 and APJ ag -3.2.
For CC(OC(=O)C1=COCCO1)C(=O)c1ccc(C(C)(C)C)cc1 (stereo unspecified) the results were tim10-1 inh 16.9, XBP1 UPR activ -3.1, Mdm2-MdmX inh -0.1, UPR CHOP act 0.8, TIM10 inh -3.4, tim23-1 inh 5.9, APJ antag 14.3, CXCR6 inh -3.5 and APJ ag -1.0.
CC(Sc1nnc2ccccn12)C(N)=O (stereo unspecified) was read as tim10-1 inh 17.3, XBP1 UPR activ -2.4, Mdm2-MdmX inh 27.3, UPR CHOP act -0.3, TIM10 inh -13.6, tim23-1 inh -4.9, APJ antag -13.7, CXCR6 inh -3.0 and APJ ag -0.8.
Screening C=C1C[C@H]2[C@@H]3C=C(C)C4=CC(=O)CC[C@]4(C)[C@H]3CC[C@]2(C)[C@@]1(OC(C)=O)C(C)=O returned tim10-1 inh 25.3, XBP1 UPR activ -2.3, Mdm2-MdmX inh 4.8, UPR CHOP act 0.4, TIM10 inh 7.6, tim23-1 inh 41.0, APJ antag 6.7, CXCR6 inh 4.2 and APJ ag -7.0.
`Cn1cccc1C(C#N)c1ccccc1C#N` (stereo unspecified) gave tim10-1 inh 10.1, XBP1 UPR activ -1.7, Mdm2-MdmX inh 19.2, UPR CHOP act 0.9, TIM10 inh 16.0, tim23-1 inh 13.4, APJ antag 8.3, CXCR6 inh 11.1 and APJ ag -3.5.
For Cc1cccc(NS(=O)(=O)c2ccc(C)c(C(=O)NCCCN3CCOCC3)c2)c1 the results were tim10-1 inh -18.8, XBP1 UPR activ -1.1, Mdm2-MdmX inh 15.9, UPR CHOP act -0.4, TIM10 inh -2.2, tim23-1 inh 0.0, APJ antag -31.1, CXCR6 inh 2.5 and APJ ag -3.1.
`Cn1c(/C(C#N)=C/c2ccncc2)nc2ccccc21` gave tim10-1 inh 35.0, XBP1 UPR activ -4.4, Mdm2-MdmX inh 18.0, UPR CHOP act -1.2, TIM10 inh 45.9*, tim23-1 inh 67.7*, APJ antag 3.8, CXCR6 inh -7.4 and APJ ag -2.5.
Clc1ccc(-c2csc(N3CCCCCC3)n2)cc1 was read as tim10-1 inh 6.0, XBP1 UPR activ -1.2, Mdm2-MdmX inh -7.2, UPR CHOP act 3.6, TIM10 inh 6.0, tim23-1 inh 8.4, APJ antag 8.4, CXCR6 inh 4.5 and APJ ag -1.5.
`FC(F)C(F)(F)Oc1cccc(-c2n[nH]c(=S)n2Cc2ccccc2)c1` gave tim10-1 inh 12.5, XBP1 UPR activ -2.1, Mdm2-MdmX inh -5.6, UPR CHOP act -1.1, TIM10 inh 29.4, tim23-1 inh 22.9, APJ antag 16.9, CXCR6 inh -2.1 and APJ ag -3.6.
For Cc1ccccc1NC(=O)CSC(=O)c1ccccc1 the results were tim10-1 inh 10.0, XBP1 UPR activ 3.3, Mdm2-MdmX inh -13.6, UPR CHOP act -0.7, TIM10 inh 20.4, tim23-1 inh 12.4, APJ antag 10.1, CXCR6 inh 8.6 and APJ ag -5.4.
Screening CCCCC1OC23CCCCC2C(C#N)(C#N)C1(C#N)C(=N)O3 (stereo unspecified) returned tim10-1 inh 1.1, XBP1 UPR activ -2.9, Mdm2-MdmX inh -38.9, UPR CHOP act 17.4, TIM10 inh 9.2, tim23-1 inh 7.4, APJ antag -16.6, CXCR6 inh 9.8 and APJ ag 0.0.
For CN1CCN(c2ccccc2NC(=O)c2ccc(N3CCOCC3)c([N+](=O)[O-])c2)CC1 the results were tim10-1 inh -49.4, XBP1 UPR activ -4.7, Mdm2-MdmX inh 9.4, UPR CHOP act 1.1, TIM10 inh -28.9, tim23-1 inh -9.4, APJ antag 2.7, CXCR6 inh 1.6 and APJ ag 0.2.
`CC(C)OCCCn1c(=N)c(S(=O)(=O)c2ccccc2)cc2c(=O)n3ccccc3nc21` gave tim10-1 inh 22.3, XBP1 UPR activ 0.1, Mdm2-MdmX inh 36.8, UPR CHOP act 2.4, TIM10 inh 3.3, tim23-1 inh 27.3, APJ antag 42.5*, CXCR6 inh 10.1 and APJ ag -3.7.
For CCN(CC)C(=O)CSc1nc2c(sc(=S)n2-c2ccccc2)c(=O)n1-c1ccc(OC)c(OC)c1 the results were tim10-1 inh 15.8, XBP1 UPR activ -1.5, Mdm2-MdmX inh 2.0, UPR CHOP act 0.4, TIM10 inh -4.5, tim23-1 inh 19.4, APJ antag 15.3, CXCR6 inh -3.8 and APJ ag -3.4.
Screening COc1ccccc1NS(=O)(=O)c1ccc(C)c(C(=O)NCC(c2ccco2)N2CCCCC2)c1 (stereo unspecified) returned tim10-1 inh 6.1, XBP1 UPR activ -7.2, Mdm2-MdmX inh 7.0, UPR CHOP act 0.0, TIM10 inh 2.8, tim23-1 inh 12.1, APJ antag 2.0, CXCR6 inh -8.8 and APJ ag -0.9.
COc1c(OC(C)=O)ccc(/C=C/c2ccc3cccc(OC)c3n2)c1[N+](=O)[O-] was read as tim10-1 inh 41.2*, XBP1 UPR activ 5.7, Mdm2-MdmX inh -6.7, UPR CHOP act 7.1, TIM10 inh 13.1, tim23-1 inh 42.8, APJ antag -7.2, CXCR6 inh 14.3 and APJ ag -2.2.
For CC1(c2ccccc2)NC(=O)N(CC(=O)NNC(=O)c2cccc(Cl)c2)C1=O (stereo unspecified) the results were tim10-1 inh -12.8, XBP1 UPR activ -1.8, Mdm2-MdmX inh 16.4, UPR CHOP act -2.5, TIM10 inh 0.4, tim23-1 inh -9.8, APJ antag 5.6, CXCR6 inh 4.9 and APJ ag -1.3.
O=C(NCc1ccc(Cl)cc1)c1ccncc1 was read as tim10-1 inh 9.2, XBP1 UPR activ -3.7, Mdm2-MdmX inh 5.6, UPR CHOP act 1.9, TIM10 inh -2.2, tim23-1 inh 14.2, APJ antag 5.0, CXCR6 inh 12.8 and APJ ag 2.0.
`O=C(NCC1CCCO1)c1ccc2c(c1)C(=O)N(C1CCCCC1)C2=O` (stereo unspecified) gave tim10-1 inh 15.4, XBP1 UPR activ -4.6, Mdm2-MdmX inh 1.8, UPR CHOP act -1.5, TIM10 inh 17.7, tim23-1 inh 20.1, APJ antag -8.5, CXCR6 inh -13.2 and APJ ag -5.1.
`COc1ccc(S(=O)(=O)Nc2ccc(S(=O)(=O)N3CCCC3)cc2)cc1` gave tim10-1 inh -4.2, XBP1 UPR activ -4.1, Mdm2-MdmX inh 14.1, UPR CHOP act 3.8, TIM10 inh 6.0, tim23-1 inh 5.8, APJ antag 5.2, CXCR6 inh 2.3 and APJ ag 3.8.
`O=C(Nc1ncc(Cc2ccccc2)s1)C1=NCCN1` gave tim10-1 inh 13.5, XBP1 UPR activ -0.8, Mdm2-MdmX inh 23.0, UPR CHOP act 4.0, TIM10 inh 7.7, tim23-1 inh -10.8, APJ antag 17.0, CXCR6 inh 1.2 and APJ ag -2.5.
O=c1cc(CN2CCOCC2)c2c(ccc3ccccc32)o1 was read as tim10-1 inh 13.6, XBP1 UPR activ 5.5, Mdm2-MdmX inh 8.3, UPR CHOP act -1.8, TIM10 inh 4.3, tim23-1 inh 21.1, APJ antag 5.5, CXCR6 inh 1.0 and APJ ag -6.3.
COc1ccc2oc(C(=O)OCC(=O)NC3CCCCC3)c(C)c2c1 was read as tim10-1 inh 6.1, XBP1 UPR activ -3.0, Mdm2-MdmX inh 21.3, UPR CHOP act 3.1, TIM10 inh 7.8, tim23-1 inh 5.6, APJ antag 0.2, CXCR6 inh 0.9 and APJ ag -2.9.
For Cc1cc(O)c(NC(=O)c2ccc(Br)o2)cc1C the results were tim10-1 inh 17.8, XBP1 UPR activ 6.0, Mdm2-MdmX inh -50.3, UPR CHOP act 4.6, TIM10 inh 20.6, tim23-1 inh 16.4, APJ antag 11.8, CXCR6 inh 5.0 and APJ ag -2.4.
O=C(Cc1ccc(Br)cc1)N(Cc1ccccc1)c1ccccn1 was read as tim10-1 inh 19.1, XBP1 UPR activ -1.8, Mdm2-MdmX inh 1.6, UPR CHOP act 1.8, TIM10 inh -0.1, tim23-1 inh -5.0, APJ antag 5.3, CXCR6 inh -2.9 and APJ ag -4.1.
`CC1CCN(C(=O)c2ccc(S(=O)(=O)N3CCCCCC3)cc2)CC1` gave tim10-1 inh -11.3, XBP1 UPR activ 0.4, Mdm2-MdmX inh -7.6, UPR CHOP act 0.7, TIM10 inh 12.8, tim23-1 inh 9.9, APJ antag -2.0, CXCR6 inh -5.2 and APJ ag -0.9.
Cc1ccc(O)c(C(=O)CC(=O)c2ccc(C(C)(C)C)cc2)c1 was read as tim10-1 inh 13.6, XBP1 UPR activ -2.4, Mdm2-MdmX inh 18.7, UPR CHOP act 1.0, TIM10 inh -4.1, tim23-1 inh 29.3, APJ antag -3.0, CXCR6 inh 13.6 and APJ ag -3.4.
CCCCOC(=O)c1cc(=O)[nH]c2ccccc12 was read as tim10-1 inh 6.7, XBP1 UPR activ 1.1, Mdm2-MdmX inh -0.5, UPR CHOP act 2.1, TIM10 inh 7.0, tim23-1 inh 21.7, APJ antag 0.0, CXCR6 inh -3.5 and APJ ag -1.9.

Molecules listed so far that have an NH in an aromatic ring, in the order listed:
`FC(F)C(F)(F)Oc1cccc(-c2n[nH]c(=S)n2Cc2ccccc2)c1` gave tim10-1 inh 12.5, XBP1 UPR activ -2.1, Mdm2-MdmX inh -5.6, UPR CHOP act -1.1, TIM10 inh 29.4, tim23-1 inh 22.9, APJ antag 16.9, CXCR6 inh -2.1 and APJ ag -3.6.
CCCCOC(=O)c1cc(=O)[nH]c2ccccc12 was read as tim10-1 inh 6.7, XBP1 UPR activ 1.1, Mdm2-MdmX inh -0.5, UPR CHOP act 2.1, TIM10 inh 7.0, tim23-1 inh 21.7, APJ antag 0.0, CXCR6 inh -3.5 and APJ ag -1.9.
